p47phox inh: blocks human p47phox regulatory protein of NADPH oxidases; P14598; p47phox/p22phox peptide binding, fluorescence polarization, 2 h; inhibition, % at 24.7 µM; 220,000 compounds, 0.53% hits; AID 1274;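 active = inhibition above about 30%, limit read from the data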;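 also: 0% = p47phox with labelled peptide and 100% = labelled peptide alone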
Target sequence (P14598 whole entry, looked up): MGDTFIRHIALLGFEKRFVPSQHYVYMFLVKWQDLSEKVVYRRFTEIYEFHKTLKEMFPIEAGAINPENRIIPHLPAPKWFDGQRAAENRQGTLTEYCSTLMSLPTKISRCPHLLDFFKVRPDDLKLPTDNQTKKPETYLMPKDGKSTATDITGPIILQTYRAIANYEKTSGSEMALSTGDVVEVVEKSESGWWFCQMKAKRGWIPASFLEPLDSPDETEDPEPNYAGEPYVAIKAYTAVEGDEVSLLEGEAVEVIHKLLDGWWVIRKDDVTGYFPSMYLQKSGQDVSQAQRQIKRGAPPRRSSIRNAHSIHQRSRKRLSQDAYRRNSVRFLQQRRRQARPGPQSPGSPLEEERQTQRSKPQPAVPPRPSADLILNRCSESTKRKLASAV
Ba/F3 V617F tox: loss of viability in JAK2V617F-driven Ba/F3 cells; Ba/F3 EpoR-JAK2V617F viability, ATP luminescence; inhibition, % at 5.6 µM; 220,000 compounds, 1.1% hits;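 active = inhibition above the campaign mean plus 3 SD over all tested compounds, cut at about 24% in these data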;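 also: cytokine-independent growth of Ba/F3 cells driven by EpoR plus mutant JAK2; 0% = DMSO-treated cells and 100% = JAK inhibitor I control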
PPC-1+TRAIL kill: PPC-1 cancer cell killing with TRAIL present | PPC-1 cells + TRAIL, ATPLite viability luminescence | cell killing (% activity), % at 4 µM | 220,000 compounds, 0.41% hits;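 active = cell killing above 50% in the first pass at 4 µM, then a duplicate retest at 5 µM averaging 50% or more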;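 also: plate controls were cells with TRAIL plus DMSO for no effect and medium-only wells lacking cells for full effect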
RBBP9 inhibitor: inhibitors of human serine hydrolase RBBP9 | recombinant RBBP9, FP-Rh probe fluorescence polarization | 220,000 compounds, 0.2% hits | O75884 | inhibition, % at 7.94 µM | AID 1515;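 active = inhibition above the campaign mean of all tested compounds plus 3 SD, cut at about 14% in these data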;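 also: plate controls were DMSO wells with RBBP9 for no effect and wells lacking RBBP9 protein for full effect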
Target sequence (O75884 whole entry, looked up): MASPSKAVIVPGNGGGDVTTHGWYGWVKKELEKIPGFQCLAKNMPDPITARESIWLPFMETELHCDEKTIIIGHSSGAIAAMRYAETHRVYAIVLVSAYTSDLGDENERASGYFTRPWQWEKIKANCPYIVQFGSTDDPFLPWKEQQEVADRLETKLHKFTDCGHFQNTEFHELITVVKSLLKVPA
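Controls: DMSO-treated enzyme wells and wells lacking RBBP9 | Material: RBBP9 protein | Technique: Fluorescence polarization | Replication: Single well per compound, no replicates | Buffer or medium: Tris-NaCl-Pluronic buffer, pH 8.0 | Timing: 30 min compound preincubation, 45 min probe labeling, 25 °C | Read-out basis: Percent inhibition from mP, scaled between DMSO and no-protein wells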
BaF3 parental: counter-screen for JAK2V617F inhibitors: parental Ba/F3 viability inhibitors | CellTiter-Glo ATP luminescence | inhibition, % at 5.6 µM | 220,000 compounds, 1.1% hits | AID 1486;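 active = inhibition above a per-campaign cutoff, the mean inhibition of all tested compounds plus 3 SD, cut at about 27% in these data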;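 also: 0% = DMSO wells and 100% = JAK Inhibitor I control wells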
Furin inhibitor: human furin inhibition. purified furin, fluorogenic substrate cleavage. 220,000 compounds, 0.061% hits. AID 463115. inhibition, % at 30 µM; in the data active = inhibition above about 25%; also: inactives centre near -15
PGE2 EP2 inh: inhibitors of human EP2 prostaglandin E2 receptor; 260,000 compounds, 0.52% hits; P43116; C6 glioma cells expressing human EP2, cAMP TR-FRET; cells stimulated with saturating PGE2; inhibition, % at 25 µM; AID 1422;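 active = percent inhibition above 40 after rounding to a whole number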;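 also: rat C6 glioma host cells with rolipram phosphodiesterase inhibitor present; the protocol text gives 20 µM as final concentration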
Target sequence (P43116 whole entry, looked up): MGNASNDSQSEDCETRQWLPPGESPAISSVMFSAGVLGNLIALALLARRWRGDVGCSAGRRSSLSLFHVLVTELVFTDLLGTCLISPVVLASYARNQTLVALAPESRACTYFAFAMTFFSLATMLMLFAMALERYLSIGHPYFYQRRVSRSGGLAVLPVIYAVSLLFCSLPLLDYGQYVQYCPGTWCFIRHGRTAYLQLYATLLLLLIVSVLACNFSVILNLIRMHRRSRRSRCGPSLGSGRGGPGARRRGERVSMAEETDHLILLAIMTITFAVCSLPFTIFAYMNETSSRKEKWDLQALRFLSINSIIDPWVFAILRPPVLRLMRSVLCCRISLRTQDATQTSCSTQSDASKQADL
TbHK1 inh: blocks Trypanosoma brucei hexokinase 1 activity; recombinant TbHK1, G6PDH-coupled NADH A340; inhibition, % at 10 µM; 220,000 compounds, 0.11% hits;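 active = inhibition of 50% or more in the single-dose primary screen; inactive = inhibition below 50%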
p97 inhibitor: inhibitors of human p97 ATPase. recombinant p97 ATPase, Kinase-Glo ATP luminescence, 3 h. AID 1481. inhibition, % at 8 µM. P55072. 220,000 compounds, 0.42% hits; in the data active = inhibition above about 15%;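 also: 0% = DMSO vehicle and 100% = wells lacking enzyme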
* hit, by the source's call; nt = not tested or not shown; & = joins results of further samples; [ ] = remark or other dose. These rows are one share of the data. The share of hits here may be higher or lower than overall.

SMILES | p47phox inh | Ba/F3 V617F tox | PPC-1+TRAIL kill | RBBP9 inhibitor | BaF3 parental | Furin inhibitor | PGE2 EP2 inh | TbHK1 inh | p97 inhibitor
Cc1ccc(S(=O)(=O)NC(=O)c2cc(C)n(CC(c3ccccc3)N(C)C)c2C)cc1 (stereo unspecified) | -5 | 3 | 12 | -1 | 0 | -1 | 6 | 7 | 10
CCOC(=O)COc1ccccc1/C=N/O | -1 | -3 | 8 | 4 | 5 | -6 | 14 | 31 | 6
O=C(CSc1nn(-c2ccccc2)c(=S)s1)NC(=O)NCc1ccco1 | -27 | 0 | 8 | -10 | 5 | -21[20 µM] | 2 | 3 | 2
CC(NC(=O)c1ccc(Br)s1)C1CCCO1 (stereo unspecified) | -9 | -3 | 15 | -7 | 4 | -23[20 µM] | 8 | 3 | 3
Cc1ccc(/C=C2\SC(=S)N(c3cccnc3)C2=O)cc1 | -3 | -3 | -1 | -10 | 2 | -11 | 6 | 0 | 3
CCCc1cc(=O)[nH]c(SCC(=O)Nc2cc(C)on2)n1 | 4 | -3 | 18 | -3 | 1 | -21 | 9 | -4 | 1
CCc1ccccc1NC(=O)CSc1n[nH]c(C)c1[N+](=O)[O-] | -3 | -4 | 2 | -2 | -1 | -2 | 4 | -17 | 2
CC1CCCN(CC(O)COCc2ccccc2)C1 (stereo unspecified) | -6 | 1 | 14 | 0 | 4 | -29 | 9 | -2 | 5
CN1CCN(CCCNC(=O)c2ccc(CSCc3cccc(Cl)c3)o2)CC1 | -6 | -2 | 21 | -5 | 3 | -7 | 10 | -5 | -1
CC(C)n1cnc2cc(NCc3ccccn3)ccc21 | -4 | 0 | 24 | -1 | 4 | 3[20 µM] | 10 | -1 | 2
COc1cc(-c2nnc(COc3ccc4ccccc4c3)o2)cc(OC)c1OC | -2 | 0 | -2 | -12 | 1 | -14 | nt | -1 | -4
CN1CCN(NC(=O)c2ccc(S(=O)(=O)N3CCCCCC3)cc2)CC1 | -10 | -3 | 8 | 5 | -3 | -23 | 4 | 0 | 2
CC(C)CNC(CC(=O)Nc1cccc([N+](=O)[O-])c1)C(=O)O (stereo unspecified) | -1 | -2 | 6 | -3 | 3 | -14 | 10 | 30 | 3
CC(C(=O)NCc1ccc(F)cc1)c1ccc([N+](=O)[O-])cc1 (stereo unspecified) | -7 | 3 | -7 | -6 | 13 | -13 | 4 | -3 | 6
Cc1ccc2c(c1)NC(=O)C(CC(=O)NCCCN1CCN(c3cc(C)ccc3C)CC1)O2 (stereo unspecified) | -6 | 7 | 5 | 2 | 8 | -33 | nt | -1 | -11
COc1ccc(S(=O)(=O)N(C)C)cc1NCC(=O)Nc1ccc(Br)c(C)c1 | -14 | 3 | 2 | -4 | 12 | -10 | 5 | -2 | 3
CC(C)(C)C(=O)NC(=S)Nc1ccc(Cl)c(C(=O)O)c1 | 9 | 0 | 38 | 0 | 1 | -25 | 11 | -10 | -1
CC1=NN(c2ccccc2)C(=O)C1(C)C | -7 | -3 | -17 | 0 | 1 | -19[20 µM] | 12 | -2 | -1
COc1ccc(NC(=O)CSc2nnc(-c3ccoc3C)n2CC2CCCO2)cc1 (stereo unspecified) | -12 | 4 | 21 | -1 | 4 | -13[20 µM] | 7&12 | 8 | -3
O=C(O)c1cccc(C(=O)O)n1 | 3 | -4 | 5 | -1 | 7 | -10 | 6 | 13 | 1

A run of entries from further up, as a working copy:
SMILES | p47phox inh | Ba/F3 V617F tox | PPC-1+TRAIL kill | RBBP9 inhibitor | BaF3 parental | Furin inhibitor | PGE2 EP2 inh | TbHK1 inh | p97 inhibitor
CC(C(=O)NCc1ccc(F)cc1)c1ccc([N+](=O)[O-])cc1 (stereo unspecified) | -7 | 3 | -7 | -6 | 13 | -13 | 4 | -3 | 6
Cc1ccc2c(c1)NC(=O)C(CC(=O)NCCCN1CCN(c3cc(C)ccc3C)CC1)O2 (stereo unspecified) | -6 | 7 | 5 | 2 | 8 | -33 | nt | -1 | -11
COc1ccc(S(=O)(=O)N(C)C)cc1NCC(=O)Nc1ccc(Br)c(C)c1 | -14 | 3 | 2 | -4 | 12 | -10 | 5 | -2 | 3
CC(C)(C)C(=O)NC(=S)Nc1ccc(Cl)c(C(=O)O)c1 | 9 | 0 | 38 | 0 | 1 | -25 | 11 | -10 | -1
CC1=NN(c2ccccc2)C(=O)C1(C)C | -7 | -3 | -17 | 0 | 1 | -19[20 µM] | 12 | -2 | -1
COc1ccc(NC(=O)CSc2nnc(-c3ccoc3C)n2CC2CCCO2)cc1 (stereo unspecified) | -12 | 4 | 21 | -1 | 4 | -13[20 µM] | 7&12 | 8 | -3

The listing continues:
SMILES | p47phox inh | Ba/F3 V617F tox | PPC-1+TRAIL kill | RBBP9 inhibitor | BaF3 parental | Furin inhibitor | PGE2 EP2 inh | TbHK1 inh | p97 inhibitor
Cc1c(C(=O)NN2CCCCC2)nn(-c2ccc(Cl)cc2Cl)c1-c1ccc(I)cc1 | -7 | -5 | 18 | -3 | 1 | nt | 11 | nt | 1
O=C(O)c1ccc(-c2ccc(/C=C3\NC(=O)N(Cc4ccc(Cl)cc4)C3=O)o2)cc1 | -60 | -1 | 10 | -7 | 3 | -12 | 13 | -9 | 3
c1ccc(-c2noc(CN3CCN(C(c4ccccc4)c4ccccc4)CC3)n2)cc1 | -11 | 0 | 1 | -4 | 6 | -19[20 µM] | 6 | -4 | 1
CC(=O)N1CCN=C1SCc1ccccc1F | -5 | 1 | -11 | 0 | 7 | -26 | 18 | 9 | 0
CC(=O)Nc1nc(C)cs1 | -15 | 2 | 4 | -5 | 6 | -27 | 6 | -2 | 1
CC(C)OC(=O)c1ccc(NC(=O)c2ccco2)cc1 | -2 | 3 | 11 | 1 | 5 | -12[20 µM] | 14 | 1 | 3
COc1ccc(-n2c(=S)[nH]c3cc(C(=O)NCCCN4CCOCC4)ccc3c2=O)c(OC)c1 | -7 | 0 | 15 | -6 | 4 | -30 | -1 | -13 | 1
CCNC(=S)NNC(=O)c1cc(-c2cccnc2)nc2ccccc12 | 1 | 0 | 3 | -8 | 4 | -25 | 44* | -12 | -7
Nc1ccc(N2CCCCC2)c(S(=O)(=O)Nc2ccc(Cl)cc2)c1 | -13 | 1 | 15 | -6 | 7 | -22 | 0 | -6 | -5
CCCCNC(=O)CSc1nc(COc2ccccc2)nc2ccccc12 | -11 | 2 | 26 | 8 | 11 | -11 | 2 | -5 | 1

Structural class: the entries above with bromine (2)
SMILES | p47phox inh | Ba/F3 V617F tox | PPC-1+TRAIL kill | RBBP9 inhibitor | BaF3 parental | Furin inhibitor | PGE2 EP2 inh | TbHK1 inh | p97 inhibitor
CC(NC(=O)c1ccc(Br)s1)C1CCCO1 (stereo unspecified) | -9 | -3 | 15 | -7 | 4 | -23[20 µM] | 8 | 3 | 3
COc1ccc(S(=O)(=O)N(C)C)cc1NCC(=O)Nc1ccc(Br)c(C)c1 | -14 | 3 | 2 | -4 | 12 | -10 | 5 | -2 | 3

Going on with the list:
SMILES | p47phox inh | Ba/F3 V617F tox | PPC-1+TRAIL kill | RBBP9 inhibitor | BaF3 parental | Furin inhibitor | PGE2 EP2 inh | TbHK1 inh | p97 inhibitor
Cc1ccc(N/N=C2\CCS(=O)(=O)c3sccc32)cc1 | -4 | 0 | 2 | 0 | 6 | -21 | 2 | -9 | 3
Cc1ccc(NC(=O)C2C(c3ccccc3)C2(Cl)Cl)c(C)c1 (stereo unspecified) | -10 | 0 | -1 | 4 | 0 | -19[20 µM] | 10 | 1 | -1
CSc1ccccc1C(=O)C1CCCN(S(=O)(=O)c2c(C)noc2C)C1 (stereo unspecified) | -5 | 6 | -13 | -7 | 9 | -9 | 2 | -6 | -3
Cc1ccc2nc(SCC(=O)c3c[nH]c4ccccc34)[nH]c2c1 | -55 | 1 | 22 | -14 | 3 | -29 | 17 | -3 | -2
N#C/C(=C\c1cn(Cc2ccccc2)c2ccccc12)C(=O)NCc1ccco1 | -52 | 3 | -6 | -12 | 9 | -1 | 9 | 29 | -4
Clc1ccccc1CSc1cc2c(nn1)-c1ccccc1CC2 | -2 | 3 | 11 | -8 | 4 | -13 | nt | 1 | -3
CN(C)CCNC(=O)c1sc2cccc(F)c2c1Cl | 0 | -2 | 12 | -1 | 0 | -12 | 11 | -2 | 1
COc1cc(NS(=O)(=O)c2ccc(N)cc2)nc(OC)n1 | -6 | -1 | 10 | -5 | 13 | 7 | 9&12 | -1 | 3
O=C(C1CCN(S(=O)(=O)N2CCOCC2)CC1)N1CCOCC1 | -2 | -1 | 15 | 0 | 2 | -16 | 5 | -5 | -2
CC1(C)OC(=O)C(=CNC(Cc2c[nH]c3ccccc23)C(=O)O)C(=O)O1 (stereo unspecified) | -6 | 2 | 9 | -5 | 6 | -23 | 5 | 4 | -4
C=CCNC(=S)NCCO | -8 | 0 | 17 | 0 | -7 | -19 | 12 | -2 | -2
Cc1ccsc1C(=O)NNC(=S)NCC(C)C | -1 | 0 | 8 | 1 | 2 | -25[20 µM] | 9 | -1 | 3
CCC(C)(C)C1CCC(=NNC(=S)Nc2cccnc2)CC1 (stereo unspecified) | -7 | 1 | 15 | -7 | 6 | -11 | -2 | -3 | 0
COc1ccc(Nc2nnc(SC(C(=O)Nc3cc(C)ccc3C)c3ccccc3)s2)cc1 (stereo unspecified) | -4 | 3 | 6 | -5 | -1 | -12 | 7 | 2 | -5
COc1ccc(CCNC(=O)N2c3ccccc3Sc3ccccc32)cc1 | nt | 5 | nt | -4 | 8 | 8[20 µM] | 16 | 7 | -8
CN(CCO)C(=O)C1CCN(c2ncc(C(F)(F)F)cc2Cl)CC1 | -2 | 1 | 13 | -2 | 6 | -23 | 11 | -4 | 2
CN(CCC#N)C(=O)CSc1nc2scc(-c3ccccc3)c2c(=O)[nH]1 | -25 | 0 | 18 | -10 | 4 | -25 | 8 | 0 | 16*
O=C1c2cc(Cl)ccc2OC2(CCNCC2)C12CC(c1ccccc1)=NO2 (stereo unspecified) | -9 | nt | 12 | nt | nt | -26 | 7 | -3 | nt
COc1ccc(C(C)NC(=O)Cc2ccc(Br)cc2)cc1 (stereo unspecified) | -6 | -2 | 12 | -6 | -1 | -1 | 7 | 8 | 0
CC(=O)N1CSCC1C(=O)O (stereo unspecified) | -9 | 2 | -17 | -4 | 3 | -13 | 10 | 3 | 3
Cc1ccc(-n2c(CCc3ccccc3)nnc2SCC(=O)NCc2ccccc2)cc1C | -1 | 0 | -2 | -7 | 3 | -7[20 µM] | 10 | -7 | -6
COc1ccc(N2C(N)=NC(N)=NC2(C)C)cc1 | -1 | 98* | 9 | -3 | 99* | -5[20 µM] | nt | 2 | 1
Cc1cccc(NC(=O)NCC(c2ccco2)N2CCCCC2)c1 (stereo unspecified) | -1 | -2 | 0 | -7 | 5 | -6 | 16 | 0 | 0
CCOC(=O)CCSc1nc(C(C)(C)C)cc(C(F)(F)F)c1C#N | -13 | -3 | 20 | -3 | -2 | -2[20 µM] | 2 | 2 | 0
